# Compound activity: PubChem BioAssay, Fisher Drug Discovery Resource Center
# NPYLR7 ag = agonists of mosquito NPYLR7 receptor, primary screen, cell-based, Aedes aegypti, calcium fluorescence, mosquito biting behavior. actives 0.15% (n = 270,000). activation, % at 10 µM. AID 1259423, 2018. Aedes aegypti neuropeptide Y-like receptor 7 (NPYLR7). HEK293T NPYLR7/Galpha15, GCaMP6s calcium fluorescence; in the data active = activation above about 40%;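 note: 0% = vehicle and 100% = reference agonist at the receptor; some compounds past the cut are filed as inactive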
# hcGAS lum = Primary biochemical luminescence assay for human cyclic GMP-AMP synthase inhibitors | Q8N884 | recombinant h-cGAS, ATP depletion, Kinase-Glo luminescence | inhibition, % at 12.5 µM | actives 0.081% (n = 290,000);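 note: 0% = vehicle reaction and 100% = reaction without DNA for no activity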
# Target sequence (Q8N884 whole entry, looked up): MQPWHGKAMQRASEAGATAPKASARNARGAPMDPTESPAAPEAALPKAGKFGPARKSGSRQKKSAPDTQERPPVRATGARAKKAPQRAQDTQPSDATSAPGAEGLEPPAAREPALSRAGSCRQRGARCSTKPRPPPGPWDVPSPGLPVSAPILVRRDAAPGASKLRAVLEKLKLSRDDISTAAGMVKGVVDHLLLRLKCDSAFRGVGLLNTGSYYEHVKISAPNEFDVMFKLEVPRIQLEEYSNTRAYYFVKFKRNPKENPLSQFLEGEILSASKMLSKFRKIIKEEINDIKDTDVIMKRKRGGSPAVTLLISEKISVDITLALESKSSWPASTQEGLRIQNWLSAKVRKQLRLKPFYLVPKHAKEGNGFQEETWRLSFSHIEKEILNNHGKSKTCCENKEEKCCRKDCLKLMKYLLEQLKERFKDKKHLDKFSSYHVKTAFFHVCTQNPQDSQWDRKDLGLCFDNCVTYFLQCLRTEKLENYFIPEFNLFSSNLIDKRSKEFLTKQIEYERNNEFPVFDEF
# mcGAS inh = cyclic GMP-AMP synthase inhibitors, mouse, primary biochemical chemiluminescence. Q8C6L5. recombinant cGAS, Kinase-Glo ATP depletion luminescence. inhibition, % at 12.5 µM. actives 0.15% (n = 160,000);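 note: 0% = negative control wells and 100% = reference inhibitor with no enzyme activity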
# The depositor's hits bear a star; . = not tested or not shown; & = joins results of further samples. Cut-off read from the data, not from the text of the source, unless noted: active = inhibition above about 40%; inactive = the rest.
# Sequence of screens: hcGAS lum	mcGAS inh	NPYLR7 ag
CCc1nnc(-c2cc3ccccc3n2CC(=O)Nc2cccc(OC)c2)o1
    -3	1	0
Cc1nc(N2CCCCC2)ncc1C(=O)N1CCCC2(CC1)CNC(=O)O2 (centres undefined)
    2	.	-2
Cc1ccc(/C=C/S(=O)(=O)NCCn2nc(-c3cccnc3)ccc2=O)cc1
    -10	.	13
CCCCN1CCN(c2nc3c(c(=O)[nH]c(=O)n3C)n2Cc2ccccc2F)CC1
    -2	-7	3
CCOCCOc1nc(-c2ccc(OC)cc2)n(-c2cccc(NC(=O)c3ccc(C(F)(F)F)cc3)c2)n1
    -9	-6	8
Cc1ccc(F)c(N2C(=O)CSC2c2cccc(NC(=O)c3cccc(Br)c3)c2)c1 (centres undefined)
    -2	-7	7
O=C(c1cc(COc2cncc(Cl)c2)on1)N1CC(n2cccn2)C1
    -4	-12	.
CC(=O)Nc1ccc2nc(NC(C)=O)sc2c1
    0	-2	5
Cc1ccccc1Oc1cc(C(F)(F)F)nc(SCc2cccc(C#N)c2)n1
    5	1	1
O=C1N(c2ccc3c(c2)OCO3)C(c2cccc(F)c2)C1(F)F (centres undefined)
    -5	-5	1
CCCN(CC1CC1)C(=O)COC(=O)C(C#N)=Cc1cc(C)n(CCC(C)C)c1C
    -5	.	2
Cc1cccc(N2CCC(NCc3c(C)noc3C)CC2)c1C
    -3	-7	.
Cc1nc(-c2cccc(C(F)(F)F)c2)nc(N2CCN(C(=O)c3ccc([N+](=O)[O-])cc3)CC2)c1Cc1ccccc1
    0	-4	19
Cc1ccc2nc(C3CCCN(C(=O)C4CC5CCC4O5)C3)[nH]c2c1 (centres undefined)
    2	.	-11
COCCCN(Cc1c(-c2ccc(F)cc2)noc1N1CCN(C)CC1)C(=O)c1ccco1
    2	-1	-5
COCCn1nc(C(=O)N(C)CC2COCCO2)c2c1CCNC2 (centres undefined)
    1	1	.
Cc1ccc(NC(=O)N(CC(=O)N2CCc3sccc3C2COc2cccc(F)c2)Cc2ccco2)cc1 (centres undefined)
    -2	-6	4
O=C(O)CCS(=O)c1ccc2c(c1)OCCO2 (centres undefined)
    -6	-17	18
CC(=O)Nc1ccc(OCC(=O)N2c3ccccc3CC2C)cc1 (centres undefined)
    -16	.	0
O=C(NCC1(c2ccccc2F)CCCC1)C1CC2(CCNCC2)CN1 (centres undefined)
    -2	.	18
C#CCOCC(O)CN(Cc1ccc(F)cc1F)C1CC1 (centres undefined)
    -5	-6	34
CC(C)c1cc(C(=O)N2CCCC2)nn1-c1nc2ccccc2s1
    -8	-7	21
CC(C)N(CCC(N)=O)C(=O)c1cc(C(F)(F)F)[nH]n1
    -7	.	4
O=C(Nc1ccc(F)cc1)c1ccc(CSc2nnc(Cc3ccccc3)n2-c2ccccc2F)cc1
    -4	-4	5
CCC(C)N(Cc1c(-c2ccccc2)noc1N1CCSCC1)C(=O)c1ccc2c(c1)OCO2 (centres undefined)
    1	0	-3
CNC(=O)CN1C(=O)CSC1c1ccc(C)cc1 (centres undefined)
    0	.	-1
O=C(Cc1ccccc1)N1CCCC(Nc2ccc(F)cc2)C1 (centres undefined)
    -5	-7	19
COc1ccc2cc(C3CN(C(=O)CCc4n[nH]c(C)c4C)CCO3)ccc2c1 (centres undefined)
    -1	-3	-14
Cc1nc(C)c(CC(=O)N2CC[C@@H](c3sccc3C)[C@H](O)C2)c(=O)[nH]1
    -1	-2	1
Cc1cc(O)c(C(c2ccncc2)N2CCCCC2)c(=O)n1Cc1cccnc1 (centres undefined)
    -8	.	11
c1csc(-c2noc(CSc3ncnc4ccccc34)n2)c1
    -5	.	4
COc1ccc(NC(=O)N2CCCC2c2nnc3n2CCCCC3)cc1 (centres undefined)
    -9	.	4
O=C1CCC(C(=O)N2CCN(Cc3cccc(-c4noc(-c5cccs5)n4)c3)CC2)=NN1
    -7	-7	-4
Cc1cccc(NC(=O)C2CSCN2C(=O)c2nccc3ccccc23)c1C (centres undefined)
    -9	.	10
CC(=O)c1cccc(-c2nccc3n[nH]c(C4CCCCC4)c23)c1
    -2	-6	3
COc1cccc(CSc2sc3c(O)cc(=O)[nH]c3c2C(N)=O)c1
    -3	-2	-2
CCCCN(C)[C@H]1[C@H](O)C[C@@H]2CC(C)(C)OC[C@]21O
    -3	-7	3
CC(c1ccc(Cl)cc1)C(C)N(C)S(=O)(=O)CC1CCOC1 (centres undefined)
    2	.	1
O=C1OC(c2ccc3c(c2)OCO3)=N/C1=C\c1cccc(F)c1
    -4	.	-1
COCC(=O)NC1CCN(c2ccccc2C(=O)N2CCN(C)CC2)CC1
    -2	-3	13

# An excerpt of these results, as comma-separated lines.
canonical_smiles,hcGAS lum,mcGAS inh,NPYLR7 ag
O=C(Nc1ccc(F)cc1)c1ccc(CSc2nnc(Cc3ccccc3)n2-c2ccccc2F)cc1,-4,-4,5
CCC(C)N(Cc1c(-c2ccccc2)noc1N1CCSCC1)C(=O)c1ccc2c(c1)OCO2 (centres undefined),1,0,-3
CNC(=O)CN1C(=O)CSC1c1ccc(C)cc1 (centres undefined),0,.,-1

# Other results follow.
# Sequence of screens: hcGAS lum	mcGAS inh	NPYLR7 ag
CC(NS(=O)(=O)c1ccccc1Cl)c1ccncc1 (centres undefined)
    -3	-5	9
COC(=O)NCC(c1ccc2c(c1)OCO2)N1CCN(c2ccc(OC)cc2)CC1 (centres undefined)
    -11	-8	1
CCOC(=O)CCCC(=O)N1CCN(c2cc(S(=O)(=O)NCC3CCCO3)ccc2OC)CC1 (centres undefined)
    -8	-7	1
CN1CCN(c2c(S(=O)(=O)c3ccccc3)cnc3ccc(F)cc23)CC1
    -4	-5	5
CN(Cc1ccccc1-n1cccn1)C(=O)[C@H]1CCCO1
    -5	.	7
O=C(NC1CCN(c2ccccc2C(=O)N2CCc3ccccc3C2)CC1)C1CCC1
    -6	-7	15
CCN(C1CCS(=O)(=O)C1)S(=O)(=O)c1ccc(Cl)cc1 (centres undefined)
    2	.	-4
O=C(CCC1CCN(C(=O)Cn2nc3ccccc3n2)CC1)NCC1CCCO1 (centres undefined)
    1&-2	-4	-6
O=C(NCCOc1ccccc1F)c1n[nH]c2c1CCC2
    -5	-20	2
O=S(=O)(Nc1ccc(N2CCOCC2)nn1)c1ccccc1
    -6	-8	-1
CCSc1nnc(NC(=O)CSc2nc3c([nH]c4ccccc43)c(=O)n2CC)s1
    7	-8	-1
CC(N)=C(C#N)C(=O)COC(=O)CC1CCCC1
    -8	.	2
CCOC(OCC)c1nc2c(c(=O)[nH]1)CN(C(=O)CCl)CC2
    -3	-4	18
Cn1ncc(Cl)c(Oc2ccc(C(C)(C)C)cc2)c1=O
    -8	-7	2
Cc1ccc(NC(=O)C(C)n2nc(-c3ccco3)oc2=O)c(C)c1 (centres undefined)
    -10	.	4
CC(=O)c1cc(-c2cc(NCCN(C)C)nc3[nH]ccc23)ccc1O
    -3	-26	-1
COc1ccccc1CC(=O)N1CCC(n2nc(C(C)C)cc2C(C)C)CC1
    -6	-7	20
COc1ccccc1-c1ccc(NCCn2cccn2)nn1
    -2	.	2
CN1CCN(c2onc(-c3ccccc3)c2CN(CC(O)CN2CCOCC2)CC2CCCO2)CC1 (centres undefined)
    -2	-2	3
COc1ccc2oc(=O)c(-c3nnc(Nc4cc([N+](=O)[O-])ccc4F)s3)cc2c1
    -5	-3	2

# The last 2 records of the part above come first, to join the parts:
# Sequence of screens: hcGAS lum	mcGAS inh	NPYLR7 ag
CN1CCN(c2onc(-c3ccccc3)c2CN(CC(O)CN2CCOCC2)CC2CCCO2)CC1 (centres undefined)
    -2	-2	3
COc1ccc2oc(=O)c(-c3nnc(Nc4cc([N+](=O)[O-])ccc4F)s3)cc2c1
    -5	-3	2
CCc1nnc(NC(=O)Cc2ccc(F)cc2)s1
    -16	.	1
Cc1ccn2c(=O)nc(SCc3cccc(F)c3)nc2c1
    -11	-8	3
Cc1ccc(NC(=O)CSc2nnc(CCC(=O)O)c(=O)[nH]2)c(C)c1
    0	.	6
COc1ccc(-c2nc3scc(CCNS(=O)(=O)c4ccc(NC(C)=O)cc4)n3n2)cc1
    -5	-9	-11
Cc1[nH]cnc1CSCCNc1nc(-c2ccncc2)nc2c1CNC2
    -5	.	8
CC(Cn1cccn1)Nc1ncnc2c1c(Br)nn2C (centres undefined)
    -1	.	7
CCc1nn(-c2ccc(OC)cc2)c(CC)c1C(=O)O
    -4	-5	10
O=C1CCCN1c1ccc(CC(=O)N2CCCC2c2ccc(O)cc2)cc1 (centres undefined)
    1	.	2
CN(C)c1cccc(C(NC(=O)c2ccccc2Oc2ccccc2)c2ccc(S(C)(=O)=O)cc2)c1 (centres undefined)
    -6	-3	-2
CCCc1noc(-c2ccc(-c3ccccc3)cc2)n1
    1	-3	-6
COC(=O)CCn1c(=O)c2c(nc3oc(C(C)(C)C)cn32)n(C)c1=O
    -7	-8	1
O=C(NCC1CC1)c1csc(N2CCN(Cc3ccccc3)C2=O)n1
    -8	.	-5
CCOc1ccc(S(=O)(=O)Nc2ccsc2C(=O)OC)cc1
    -5	.	3
Cc1ccccc1-c1noc(CCC(=O)N(C)Cc2nc(C3CC3)no2)n1
    -1	-12	-7
CCc1cc(NCCCN2CCC(O)CC2)nc(-c2ccncc2)n1
    -5	.	6
Oc1cccc(CN2C[C@@H]3C4CCC(CC4)[C@@H]3C2)c1
    -9	.	0
Cc1nc(C(=O)N2CC=C(n3c(=O)[nH]c4ccccc43)CC2)cs1
    -3	.	9
Nc1cccc(-c2ccn[nH]2)c1
    1	.	-11
COC1CCOC2(CCN(C(=O)c3ccnn3C)CC2)C1 (centres undefined)
    -14	-6	.
O=C(CC1(O)C(=O)Nc2ccc(Br)cc21)c1ccc(Br)cc1 (centres undefined)
    9	-3	3
O=C(CCC1(Cc2cccc3ccccc23)CCC(=O)N1)NCc1cc2ccccc2s1 (centres undefined)
    -5	-11	29
COc1ccc(OCC(O)CN(Cc2ccc(F)cc2F)C2CC2)cc1 (centres undefined)
    2	0	-3
CCCCn1c2ccccc2n2c(C(=O)OC)c(C)nc12
    0	.	-7
CCOC(=O)C1CCCN(CC(=O)N2N=C(c3ccc(F)cc3)CC2c2ccc(OC)cc2OC)C1 (centres undefined)
    1	-3	-2
CCC(C)N(Cc1csc(COc2cc(C)cc(C)c2)n1)C(=O)c1ccco1 (centres undefined)
    -3	-4	22
COC(=O)Cn1cnc2c(nnn2Cc2ccccc2F)c1=O
    -3	.	8
CCOC(=O)c1cc(-c2ccc(F)cc2)n(C2CCN(C(=O)c3sccc3C)CC2)n1
    3	0	-7
O=C(Cn1ccccc1=O)NCC1(c2ccccc2)CCCCC1
    -8	.	4
CCOC(=O)CCCC(=O)N1CCN(c2ccc(NC(=O)c3ccc(C)cc3)cn2)CC1
    -4	-6	2
CCCNc1nc2ccccn2c(=O)c1C=C1SC(=S)N(CC(C)C)C1=O
    -13	.	2
Cc1ccc(C(=O)NCCN2C(=O)SC(=Cc3cccc(Br)c3)C2=O)o1
    -4	.	1
Cc1[nH]c2ccccc2c1C(c1ccccn1)N1CCCCC1 (centres undefined)
    -1	.	0
CCN(CC(=O)NC(C)c1cccs1)Cc1cccc(F)c1 (centres undefined)
    -8	-15	2
CCCC(=O)NCCc1cc2c(C)ccc(C)c2[nH]c1=O
    -5	-7	1
Cc1cc(CNC(=O)c2ccc3oc(-c4cccc(F)c4)nc3c2)nn1C
    -7	-9	7
CCSc1nnc(NC(=O)/C=C/c2ccc(Br)cc2)s1
    -6	.	-2
CN(C(=O)C1C2C3CCC(C3)C12)C1CCCCC1 (centres undefined)
    -7	.	2
CCN(C(=O)C1CCCCc2nnc(C(C)C)n21)C(C)C (centres undefined)
    3	-1	.
Cc1cc(C(=O)N(CC2CCN(Cc3ccccc3F)CC2)CC2CCCO2)n(C)n1 (centres undefined)
    -8	-11	5
C=Cc1cccc(CN2CC[C@@H]3CC[C@H](C2)N3C)c1
    0	-4	3

# Part of the list above, as tab-separated lines:
smiles	hcGAS lum	mcGAS inh	NPYLR7 ag
CC(=O)Nc1ccc2nc(NC(C)=O)sc2c1	0	-2	5
Cc1ccccc1Oc1cc(C(F)(F)F)nc(SCc2cccc(C#N)c2)n1	5	1	1

# Gathered by group, the compounds so far with a nitro group on carbon.
# Sequence of screens: hcGAS lum	mcGAS inh	NPYLR7 ag
Cc1nc(-c2cccc(C(F)(F)F)c2)nc(N2CCN(C(=O)c3ccc([N+](=O)[O-])cc3)CC2)c1Cc1ccccc1
    0	-4	19
COc1ccc2oc(=O)c(-c3nnc(Nc4cc([N+](=O)[O-])ccc4F)s3)cc2c1
    -5	-3	2

# Next part.
# Sequence of screens: hcGAS lum	mcGAS inh	NPYLR7 ag
Nc1ccc(S(=O)(=O)Nc2nccnc2Cl)cc1
    -10	-6	18
CCOCc1nc2c(c(=O)[nH]1)C1(CCCC1)Cc1ccccc1-2
    -13	-6	-1
CCCCC(=O)Nc1ccc(-n2cnnc2)cc1
    -7	-16	7
CC(C)(C)c1ccc(-c2cc(NCCc3ccccn3)n3nccc3n2)cc1
    -2	-3	0
CCN1C(=S)NC(c2cccc(NC(=O)COc3ccccc3)c2)C(C(=O)OCCOC)=C1C (centres undefined)
    -3	-4	10
CCc1cc(Sc2cn[nH]n2)nc(-c2ccncc2)n1
    -8	-16	-6
